BRCT PPI green: BRCA1 BRCT-phosphoprotein interaction inhibition; AID 875; BRCA1 BRCT-phosphopeptide binding, green fluorescence polarization; 0.05% of 75,000 active; Potency, µM (highest dose often 76.9 µM), for inactives: top-dose activity change, negative = inhibition, actives largely listed as inhibitors;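 also: potency is read from the fitted curve at half-maximal effect; plate controls were peptide without protein for full effect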
Target sequence (P38398 whole entry, looked up): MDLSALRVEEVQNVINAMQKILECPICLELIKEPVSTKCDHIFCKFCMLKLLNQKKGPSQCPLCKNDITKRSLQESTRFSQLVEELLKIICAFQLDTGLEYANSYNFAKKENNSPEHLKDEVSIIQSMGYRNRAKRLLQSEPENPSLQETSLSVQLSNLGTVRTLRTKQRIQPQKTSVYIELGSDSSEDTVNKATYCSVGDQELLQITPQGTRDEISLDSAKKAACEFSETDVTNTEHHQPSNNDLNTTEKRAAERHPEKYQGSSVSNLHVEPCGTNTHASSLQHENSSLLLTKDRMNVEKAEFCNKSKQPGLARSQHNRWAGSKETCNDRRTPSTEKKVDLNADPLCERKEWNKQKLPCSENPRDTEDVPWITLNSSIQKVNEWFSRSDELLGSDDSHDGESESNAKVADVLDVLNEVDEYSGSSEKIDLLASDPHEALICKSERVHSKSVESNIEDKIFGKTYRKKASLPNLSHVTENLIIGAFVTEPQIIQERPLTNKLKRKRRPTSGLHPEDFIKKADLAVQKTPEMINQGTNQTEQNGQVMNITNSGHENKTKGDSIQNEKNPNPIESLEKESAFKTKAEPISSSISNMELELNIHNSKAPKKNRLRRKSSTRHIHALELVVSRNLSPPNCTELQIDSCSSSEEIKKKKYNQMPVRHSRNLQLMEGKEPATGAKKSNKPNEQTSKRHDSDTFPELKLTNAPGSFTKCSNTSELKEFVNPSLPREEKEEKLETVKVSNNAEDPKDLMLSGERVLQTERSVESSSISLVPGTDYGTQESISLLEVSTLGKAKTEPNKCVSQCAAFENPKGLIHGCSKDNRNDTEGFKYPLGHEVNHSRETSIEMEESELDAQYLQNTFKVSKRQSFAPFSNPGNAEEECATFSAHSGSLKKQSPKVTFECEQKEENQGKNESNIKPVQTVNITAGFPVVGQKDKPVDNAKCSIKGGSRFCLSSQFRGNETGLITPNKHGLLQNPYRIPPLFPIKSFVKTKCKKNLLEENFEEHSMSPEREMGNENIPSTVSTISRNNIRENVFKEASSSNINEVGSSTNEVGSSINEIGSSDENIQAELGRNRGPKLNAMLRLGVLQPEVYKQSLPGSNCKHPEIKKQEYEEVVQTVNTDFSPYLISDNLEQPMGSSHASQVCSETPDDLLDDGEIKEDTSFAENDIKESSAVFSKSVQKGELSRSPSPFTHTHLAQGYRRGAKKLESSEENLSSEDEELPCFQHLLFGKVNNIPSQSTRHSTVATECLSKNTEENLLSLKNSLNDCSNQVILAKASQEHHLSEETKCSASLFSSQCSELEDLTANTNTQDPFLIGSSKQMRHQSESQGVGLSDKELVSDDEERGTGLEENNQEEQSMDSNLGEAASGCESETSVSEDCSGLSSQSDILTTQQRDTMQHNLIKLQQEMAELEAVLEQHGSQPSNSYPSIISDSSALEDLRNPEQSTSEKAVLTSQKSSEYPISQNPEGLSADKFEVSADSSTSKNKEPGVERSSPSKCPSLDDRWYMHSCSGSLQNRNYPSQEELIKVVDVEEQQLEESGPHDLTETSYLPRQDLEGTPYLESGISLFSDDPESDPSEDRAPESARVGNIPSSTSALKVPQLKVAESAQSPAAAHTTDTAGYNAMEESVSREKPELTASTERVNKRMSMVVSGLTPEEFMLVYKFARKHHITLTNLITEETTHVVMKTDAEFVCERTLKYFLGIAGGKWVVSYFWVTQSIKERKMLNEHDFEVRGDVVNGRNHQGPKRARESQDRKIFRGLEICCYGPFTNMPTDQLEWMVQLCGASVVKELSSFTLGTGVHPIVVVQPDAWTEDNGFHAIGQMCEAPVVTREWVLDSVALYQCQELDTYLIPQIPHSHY
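Compounds were incubated for 12 min at room temperature with a complex of 100 nM fluorescein-tagged pBACH1 decapeptide and 250 nM His-tagged BRCT protein. Buffer was phosphate pH 7.3 with EDTA, DTT and Tween 20. Disruption of binding lowers the polarization signal.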
Rhodamine fluor: compound autofluorescence in rhodamine spectral region. Rhodamine-region fluorescence, 547/598 nm, Tris buffer; active compounds read high. max dye-equivalent concentration, M. 0.05% of 59,000 active; in the data active = max dye-equivalent concentration above about 11 nM; inconclusive = between about 1.1 nM and that limit
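A six-point rhodamine series on each plate calibrates the signal. Compounds sit in 100 mM Tris (pH 8.0) for 15 min at ambient temperature before imaging through 547 nm/598 nm filters.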
TexasRed autofl: compound fluoresces in the Texas Red spectral region. Compound fluorescence, Texas Red channel, 547/618 nm; active compounds read high. 0.06% of 59,000 active. max dye-equivalent concentration, M; in the data active = max dye-equivalent concentration above about 10 nM; inconclusive = between about 1.1 nM and that limit
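Pin-transferred compounds and Texas Red standards go into 100 mM Tris buffer, pH 8.0. After 15 min at room temperature, plates are imaged with 547/618 nm filters. Each value is a dye-equivalent concentration derived from the per-plate dye curve.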
Fluorescein fluor: compound autofluorescence in fluorescein spectral region; 0.91% of 59,000 active; max fluorescein-equivalent concentration, M; Compound autofluorescence, 480/540 nm, fluorescein-equivalent; active compounds read high; in the data active = max fluorescein-equivalent concentration above about 10 nM; inconclusive = between about 1.1 nM and that limit
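Compounds were pin-transferred into 100 mM Tris buffer, pH 8.0, and incubated 15 min at room temperature. Fluorescence was read at 480 nm excitation/540 nm emission. Signals were normalized to an on-plate six-point fluorescein standard curve as dye-equivalent concentration.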
HEK293 cAMP cs: parental HEK293 cAMP activation (counter-screen) | parental HEK293 CNG cAMP sensor, membrane potential fluorescence | Potency, µM (top dose mostly 57.1 µM), for the others: top-dose activation, usual class: activators | 2.5% of 73,000 active | AID 938; also: potency is read from the fitted curve at half-maximal effect; % of control where 0% means no effect; nearly all actives have a fitted effect of over 55% in size
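Counterscreen for endogenous-receptor signalling: CNG-channel HEK 293 cells report cAMP rise by membrane depolarization. After 60 min dye equilibration with 100 uM RO 20-1724, compounds incubated 30 min before bottom-read fluorescence at 590 nm.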
Casp7 inh: blocks human caspase-7 allosterically or competitively; P55210; recombinant caspase-7, Ac-DEVD-AFC fluorescence rate; Potency, µM (highest dose often 57.5 µM), without a hit: at the highest dose activity change, negative = inhibition, actives largely listed as inhibitors; 0.02% of 75,000 active; active = well fitted inhibition curve with a large enough effect in the main read-out, with a control signal flat, not every such curve was filed as active; inconclusive = small, poorly fitted or top-dose-only effect, or a change in a side signal; also: potency is read from the fitted curve at half-maximal effect; % of control where 0% means no effect
Caspase-1 inhib: allosteric or competitive inhibitors of human caspase-1. Caspase-1 enzyme, Ac-WEHD-AFC fluorogenic rate. P29466. 0.03% of 75,000 active. Potency, µM (highest dose often 57.5 µM), for the others: at the top dose activity change, negative = inhibition, most hits filed as inhibitors;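 also: potency is read from the fitted curve at half-maximal effect; plate controls were vehicle for no effect and no substrate for full effect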
4-MU autofl: compounds fluorescent in 4-MU spectral region; compound autofluorescence, 340/450 nm, 4-MU equivalents; active compounds read high; max dye-equivalent concentration, M; 11% of 59,000 active; AID 589; in the data active = max dye-equivalent concentration above about 10 nM; inconclusive = mostly about 1.1 nM to 9.6 nM
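Compounds in 100 mM Tris, pH 8.0, sat 15 min at room temperature before fluorescence was read at 340 nm excitation/450 nm emission; a per-plate six-point 4-MU standard curve converted signals to dye-equivalent concentration at each compound concentration.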
BRCT PPI red: inhibitors of human BRCA1 BRCT-phosphoprotein interaction (red fluorophore); AID 892; BRCT-phosphopeptide binding, red fluorescence polarization; Potency, µM (series often up to 76.9 µM), for inactives: at the highest dose activity change, negative = inhibition, usual class: inhibitors; 0.03% of 75,000 active; P38398; also: % is scaled to controls: 0 for no effect and ±100 for the full control effect
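Fluorescence polarization: 100 nM His-tagged BRCA1 BRCT with 100 nM TAMRA-labelled phospho-BACH1 decapeptide, phosphate buffer pH 7.3 with 150 mM NaCl, DTT, 0.01% Tween 20; 12 min RT. Binding inhibition seen as FP decrease.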
USP2a inhib: blocks human ubiquitin-specific protease USP2a; USP2a enzymatic assay, qHTS inhibition; Potency, µM (doses to about 38.3 µM), without a hit: at the top dose activity change, negative = inhibition, usual class: inhibitors; 0.1% of 60,000 active; AID 927;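 also: potency is read from the fitted curve at half-maximal effect; nearly all actives have a fitted effect of over 60% in size; plate controls were DMSO for no effect and NEM full inhibition control for full effect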
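Inhibition is measured in a cell-free coupled assay with 20 nM USP2 core, 20 nM Ub-PLA2 and 20 uM NBD C6-HPC, 2.5 h incubation. Activity normalized to NEM control.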
A350 fluor: compounds fluorescent in Alexa 350 spectral region | Compound autofluorescence, 340/450 nm, Alexa 350 dye-equivalents; active compounds read high | 11% of 59,000 active | max dye-equivalent concentration, M | AID 590; in the data active = max dye-equivalent concentration above about 10 nM; inconclusive = mostly about 1.1 nM to 9.6 nM
The depositor's hits bear a star; i = inactive; ? = inconclusive; . = no result given; & = joins results of further samples; [ ] = remark or other dose. Unless noted, calls follow the shape of the dose curve; as a rule, active = well fitted curve in the direction sought with a large enough effect; inconclusive = small, poorly fitted or top-dose-only effect, or another doubt; inactive = no such curve, though single readings can be large; an effect the other way counts as inactive or inconclusive. A portion of the library, so the mix of outcomes need not match the whole.

Values in the order: BRCT PPI green	Rhodamine fluor	TexasRed autofl	Fluorescein fluor	HEK293 cAMP cs	Casp7 inh	Caspase-1 inhib	4-MU autofl	BRCT PPI red	USP2a inhib	A350 fluor
[1] COc1cccc(-n2c(C)nnc2SCC(=O)Nc2ccccc2N2CCOCC2)c1
→ 0.0%	i	i	?	16%	-2%	-3%	i	-0.9%	-3%	i
[2] COc1ccc(NC(=O)Nc2ccc(OCC(=O)N3CCOCC3)cc2)cc1OC
→ -0.9%	.	.	.	-4%[11.4 µM]	1%	0%	.	-0.5%	-1%[7.66 µM]	.
[3] Cc1onc(-c2c(Cl)cccc2Cl)c1C(=O)Nc1ccc2c(c1)OCO2
→ 0.8%	.	.	.	-5%	-2%	2%	.	-0.3%	.	.
[4] CN(C)CCCN1C(=O)C(=O)/C(=C(/O)c2ccc3c(c2)OCO3)C1c1ccccn1 (stereo unspecified)
→ 1.0%	i	?	?	9%	-1%	3%	i	-0.3%	12%	i
[5] Cc1ccc2nc(/C(C#N)=N/O)[nH]c2c1
→ 3.8%	i	i	i	-2%	-2%	-5%	i	-0.8%	5%	i
[6] CC(=O)c1c(C)n(C)c2ccc(OC(=O)c3ccco3)cc12
→ 0.5%	i	i	i	-14%	1%	1%	i	0.1%	12%	i
[7] O=C(c1n[nH]c(=O)c2ccccc12)N1CCN(c2ccc(F)cc2)CC1
→ -0.7%	i	i	?	?	1%	2%	i	-0.7%	8%	i
[8] Cc1cccc(N2CCN(C(=O)C3CCN(S(=O)(=O)c4cccc5nsnc45)CC3)CC2C)c1 (stereo unspecified)
→ -4.6%	i	i	i	-5%	-2%	-3%	2.6e-08M*	-0.9%	36%[activator]	2.5e-08M*
[9] CCC(C(=O)NC(C)CCc1ccccc1)n1nc(C)n2c(cc3occc32)c1=O (stereo unspecified)
→ 0.7%	.	.	.	26%	-2%	-2%	.	-0.9%	.	.
[10] COc1ccc(-c2nc(C#N)c(NCc3ccccc3Cl)o2)cc1OC
→ -3.3%	i	i	i	-4%	0%	-4%	?	-0.5%	4%	?

The list continues:
Values in the order: BRCT PPI green	Rhodamine fluor	TexasRed autofl	Fluorescein fluor	HEK293 cAMP cs	Casp7 inh	Caspase-1 inhib	4-MU autofl	BRCT PPI red	USP2a inhib	A350 fluor
[11] Cc1ccccc1-c1cncnc1NCCN1CCOCC1
→ -0.9%	i	i	i	-18%	0%	2%	i	0.6%	-13%	i
[12] CCOc1ccc(N2CC(O)Cn3c2nc2c3c(=O)n(CCCc3ccccc3)c(=O)n2C)cc1 (stereo unspecified)
→ 1.3%	i	i	i	-15%	-4%	-2%	i	-1.6%	23%	i
[13] O[C@H](CN1CCN(c2cccc(Cl)c2)CC1)C(c1ccccc1)c1ccccc1
→ -6.2%&1.6%	i	i	i	?	-2%&0%	-1%&-4%	i	-1.0%&-2.3%	4%	i
[14] c1cc(-c2sc(-c3ccncc3)c(-c3ccncc3)c2-c2ccncc2)ccn1
→ 1.2%[15.4 µM]	i	i	?	-3%[11.4 µM]	-4%[11.5 µM]	2%[11.5 µM]	1.2e-07M*	1.0%[15.4 µM]	.	1.3e-07M*
[15] Cc1ccc(OCc2nnc(NC(=O)c3ccco3)s2)c(C)c1
→ .	i	i	i	.	.	.	i	.	.	i
[16] CC1CCCCC1NC(=O)CSc1nnc(COc2ccccc2Cl)o1 (stereo unspecified)
→ -1.8%	i	?	?	26%	-2%	0%	i	0.5%	2%	i
[17] COc1ccccc1C(=O)N(Cc1ccco1)C1CCS(=O)(=O)C1 (stereo unspecified)
→ -0.5%	i	i	i	6%	0%	-1%	i	0.6%	0%	i
[18] O=S(=O)(N1CCOCC1)N1CCCN(S(=O)(=O)N2CCOCC2)CC1
→ 0.2%	i	i	i	8%	-2%	-1%	i	0.7%	-8%	i
[19] O=C(NCCc1nc2ccccc2[nH]1)c1ccc(F)cc1
→ 2.2%	i	i	i	4%	0%	1%	i	1.0%	11%	i
[20] c1ccc(-n2nnnc2SCc2cn3ccccc3n2)cc1
→ -1.3%	i	i	?	3%	-2%	-2%	i	-0.7%	5%	?

Other entries follow:
Values in the order: BRCT PPI green	Rhodamine fluor	TexasRed autofl	Fluorescein fluor	HEK293 cAMP cs	Casp7 inh	Caspase-1 inhib	4-MU autofl	BRCT PPI red	USP2a inhib	A350 fluor
[21] CC(C)C(=O)Nc1ccc(NC(=O)c2ccccn2)cn1
→ -1.3%	i	i	?	30%	-2%	2%	i	-0.5%	-3%	?
[22] Cc1cc(C)n(-c2nc3c(c(=O)[nH]c(=O)n3C)n2C)n1
→ -1.4%	i	i	i	-4%	-2%	-2%	i	-0.6%	1%	i
[23] CCOc1ccc(C(C)C)cc1S(=O)(=O)Nc1ccc(Cl)cn1
→ 0.0%	i	i	i	?	-3%	0%	i	-0.5%	-6%	i
[24] COc1ccc(CNC2CCCCC2C)c(OC)c1 (stereo unspecified)
→ -1.3%	i	?	i	?	1%	0%	i	0.1%	-3%	i
[25] CC(C)n1c(CNC(=O)c2ccccc2)nc2ccccc21
→ -1.2%	i	?	i	-2%	0%	3%	i	0.6%	-1%	i
[26] Cc1ccc(C2N(c3cccc(Cl)c3)C(=O)C3CCCN32)o1 (stereo unspecified)
→ 1.0%	.	.	.	3%	0%	-2%	.	-1.0%	.	.
[27] O=C(CCn1c(=O)sc2ccccc21)Nc1nccs1
→ 0.3%	i	i	?	12%	1%	0%	i	-0.6%	5%	i
[28] COc1ccc(CN2CCCCC2C(=O)Nc2ccc(OC)c(OC)c2)cc1OC (stereo unspecified)
→ -4.0%	.	.	.	-7%	2%	0%	.	2.3%	1%	.
[29] O=C1CC(c2ccccc2)n2nc(NC(=O)c3cccs3)nc2N1 (stereo unspecified)
→ -1.6%	i	?	?	?	0%	-1%	i	-1.6%	-3%	i
[30] COc1cccc(C(=O)Nc2ccc(NC(=O)C3CC3)cn2)c1
→ -0.1%	i	i	i	-3%	0%	-3%	i	-0.9%	-5%	i

The results go on:
Values in the order: BRCT PPI green	Rhodamine fluor	TexasRed autofl	Fluorescein fluor	HEK293 cAMP cs	Casp7 inh	Caspase-1 inhib	4-MU autofl	BRCT PPI red	USP2a inhib	A350 fluor
[31] COC(=O)N1CCC2(CCCN(C(=O)Nc3cccc(C#N)c3)C2)CC1
→ -3.1%	i	i	i	13%	1%	-5%	i	-1.0%	2%	i
[32] CCCCn1nc(C(=O)NC2=NCCS2)c2ccccc2c1=O
→ -1.9%	i	?	?	7%	5%	2%	i	-1.0%	0%	i
[33] COc1ccc(C(=O)/C=C\N2CCOCC2)cc1
→ -1.4%	.	.	.	1%	-1%	-1%	.	0.3%	32%[activator]	.
[34] COc1ccccc1NS(=O)(=O)c1ccccc1C#N
→ -2.9%	i	i	i	5%	0%	0%	?	-0.9%	-6%	?
[35] COCC(C)NC(=O)COc1ccc(Cl)cc1Cl (stereo unspecified)
→ -1.0%	i	i	i	5%	-1%	0%	i	0.1%	5%	i
[36] O=C(CSc1ccccc1C(=O)O)Nc1cccc(C(=O)O)c1
→ -0.4%	i	?	?	6%	1%	5%	i	-0.3%	-2%	i
[37] O=C(O)CCCC(=O)N1CC(=O)Nc2ccccc21
→ -1.5%	i	i	i	-5%	-1%	0%	?	1.1%	-7%	?
[38] O=C(CCC(=O)N(CC(=O)NC1CCCCC1)c1ccc2c(c1)OCO2)Nc1ccccn1
→ -0.7%	i	i	i	17%	2%	-2%	i	0.2%	.	i
[39] O=C(c1ccncc1)N1CCC2(CCCN(c3ccncc3)C2)CC1
→ -1.7%	i	i	i	-1%	-2%	1%	i	-0.1%	16%	i
[40] COc1ccc(CCNc2ncnc3c2oc2ccccc23)cc1OC
→ -1.8%	i	i	i	13µM*	0%	-1%	2.9e-08M*	1.2%	12%	3.9e-08M*

More compounds
Values in the order: BRCT PPI green	Rhodamine fluor	TexasRed autofl	Fluorescein fluor	HEK293 cAMP cs	Casp7 inh	Caspase-1 inhib	4-MU autofl	BRCT PPI red	USP2a inhib	A350 fluor
[41] O=C(CCn1c(=O)oc2ccccc21)NCCCN1CCN(c2ccc(F)cc2)CC1
→ 0.8%	i	?	i	3%	-2%	0%	i	0.9%	7%	i
[42] Cc1cc(C)c(C#N)c(SCC(=O)Nc2nnc(-c3ccccc3)s2)n1
→ -0.2%	i	i	?	?	-15%	-17%	?	-0.2%	5%	?
[43] CCc1nc2oc3ccccc3c(=O)c2c(=O)n1CCOC
→ -2.7%	i	i	i	0%	-1%	0%	i	-0.3%	-1%	i
[44] COc1ccc(/C=N/n2cc(-c3ccc(OC)cc3)nc2N)cc1
→ -5.4%	.	.	.	8%	-3%	-1%	.	0.1%	33%[activator]	.
[45] O=C(CSc1nc(N2CCCCC2)nc(N2CCCCC2)n1)NC1CCCCC1
→ -3.1%	i	?	i	16%	-2%	0%	i	1.4%	11%	i
[46] CCOc1cc2[nH]c(=O)n(CCCCC(=O)N3CCCCCC3)c(=O)c2cc1OCC
→ -0.3%	i	i	i	?	0%	0%	i	-1.2%	19%	?
[47] O=C(NCCO)c1nc(NCCO)c2ccccc2n1
→ -1.5%	i	i	i	1%	1%	0%	i	-1.2%	-2%	i
[48] CCN(CC)c1nc(N)c2c(N)nc3c(c2c1C#N)CC(c1ccccc1)O3 (stereo unspecified)
→ -1.0%	i	i	i	?	-21%	?	9.2e-08M*	1.0%	2%	6.7e-08M*
[49] COc1cccc(-c2nc(NCCN3CCOCC3)c3ccccc3n2)c1O
→ .	i	i	i	.	.	.	i	.	.	i

Assay outcomes as filed in PubChem.
